Screens as filed in PubChem.
NCI-60 one-dose screen, 48 h, at 10 µM unless noted. Numbers give growth in % (100 = growth as untreated, 0 = no growth, -100 = all killed).
NCI-H226 – NCI-H226 lung cancer; 79,000 compounds, 3.5% hits; AID 1794732
NCI-H23 – NCI-H23 lung cancer. 80,000 compounds, 4% hits
NCI/ADR-RES – NCI/ADR-RES ovarian cells; AID 1794790; 81,000 compounds, 4.4% hits
RXF 393 – RXF 393 renal cancer cells; 77,000 compounds, 6.9% hits; AID 1794773
CAKI-1 – CAKI-1 renal cancer | 75,000 compounds, 4.7% hits | AID 1794772
ACHN – ACHN renal cancer. AID 1794771. 81,000 compounds, 4.9% hits
A498 – A498 renal cancer cells | 76,000 compounds, 5.4% hits
NCI-H460 – NCI-H460 lung cancer | 82,000 compounds, 6.8% hits
NCI-H522 – NCI-H522 lung cancer | 78,000 compounds, 8% hits | AID 1794739
Active calls of the source: *; x = no result given; & = joins results of further samples. How the source made its calls: active means growth percent below 10; inactive means the rest.

| structure | NCI-H226 | NCI-H23 | NCI/ADR-RES | RXF 393 | CAKI-1 | ACHN | A498 | NCI-H460 | NCI-H522 |
| --- | --- | --- | --- | --- | --- | --- | --- | --- | --- |
| CC#CCC(N)C(=O)O (stereo not given) | 104.4 | 104.2 | 108.3 | 107.0 | 100.5 | 112.2 | 103.1 | 103.4 | 102.0 |
| CCOC(=O)C(CC)(C(=O)OCC)C(C)C | 105.8 | 110.3 | 118.5 | 109.5 | 111.6 | 98.6 | 107.8 | 110.3 | 93.5 |
| CN1CCN(Cc2ccc(NC(=O)c3cncc(C#Cc4cnc5cccnn45)c3)cc2C(F)(F)F)CC1 | -3.9* | -7.8* | 18.3 | -56.3* | 5.9* | 5.0* | -33.1* | -12.6* | -37.1* |
| Cc1ccccc1NC(=O)/C=C/c1ccc(OCCOc2ccc3c(C)cc(=O)oc3c2)cc1 | 92.9 | x | 84.6 | 95.3 | 95.1 | 89.4 | 81.3 | 91.8 | 85.1 |
| CC(=O)Nc1ccc(S(=O)(=O)N/N=C(\C)c2ccc(C)cc2C)cc1 | 107.5 | 105.4 | 112.3 | 129.2 | x | 95.3 | 111.6 | 106.3 | 91.1 |
| CCC(CC)COC(=O)c1ccccc1C(=O)OCC(CC)CC | 107.1 | 107.7 | 101.0 | 83.8 | 256.2 | 98.2 | 117.4 | 100.0 | 80.6 |
| Cc1ccc(/C=C(/C#N)n2nnc3ncccc32)cc1 | 32.1 | -1.2* | 2.1* | -28.4* | x | 0.6* | -7.4* | -14.0* | x |
| COc1ccc(-c2nc3nonc3[nH]c2=O)cc1 | 96.8 | 94.4 | 102.9 | 109.8 | 83.0 | 99.3 | 105.5 | 106.1 | 82.0 |
| O=S(=O)(NCCCNc1nccc(-c2c(-c3ccccc3)nc3occn23)n1)c1ccc(C(F)(F)F)cc1 | 84.5 | 104.9 | 96.4 | x | 75.0 | 91.4 | 90.3 | 106.8 | 77.4 |
| Cc1cc(C)n(C(=O)c2sc(=S)n(-c3ccccc3)c2NCC#N)n1 | 92.1 | 103.5 | 98.8 | 104.5 | 87.7 | 98.8 | 105.8 | 104.1 | 91.8 |
| CC[C@]12C=CCN3CC[C@@]4(c5ccc(OC)cc5N(C)[C@H]4[C@@](O)(C(=O)OC)[C@@H]1OC(=O)CCC(=O)OCc1cn(Cc4ccc(F)cc4)nn1)[C@@H]32 | 96.8 | 99.5 | 94.0 | x | 78.5 | 96.5 | 80.6 | 107.2 | 81.7 |
| O=C(NCCCCO)c1cncnc1Nc1ccc2c(ccn2Cc2ccccn2)c1 | 99.7 | 99.7 | 103.7 | 102.5 | 107.0 | 100.6 | 59.0 | 105.4 | 91.5 |
| CCOC(=O)C(C)(c1ccccc1)c1ccccc1 | 100.5 | 105.5 | 106.2 | 122.5 | x | 111.7 | 104.7 | 105.6 | 94.8 |
| O=C(/C=C/c1sc(Cl)nc1Cl)c1ccc(Br)cc1 | 81.6 | 85.8 | 104.0 | 85.5 | 87.1 | 75.6 | 92.2 | 103.3 | 86.6 |
| COC(=O)C1=C(C)NC(C)=C(C(=O)OC(C)(C)C)C1c1cccc(C#N)c1 (stereo not given) | 93.9 | 98.6 | 99.9 | 105.7 | 84.7 | 98.9 | 111.3 | 109.0 | 91.4 |
| N#CC1=C(N)n2nc(-c3ccncc3)nc2NC1c1ccc(Cl)cc1 (stereo not given) | 82.1 | 99.8 | 100.0 | 104.5 | 88.7 | 109.2 | x | 102.8 | 63.8 |
| CC1CCC2(C(=O)O)CCC3(C)C(=CCC4C5(C)CCC(O)C(C)(C)C5CCC43C)C2C1C (stereo not given) | 98.0&67.9 | 88.2&91.9 | 97.3&16.5 | 79.5&40.9 | 90.8&40.4 | 76.2&57.7 | 103.2 | 89.9&44.5 | 84.1&31.1 |
| FCOC(C(F)(F)F)C(F)(F)F | 106.5 | x | 105.8 | 115.2 | 98.5 | 103.5 | 95.3 | 111.0 | 96.6 |
| CC(=O)Nc1cc(Cl)ccc1[N+](=O)[O-] | 99.5 | 110.2 | 119.8 | 109.3 | 114.5 | 104.7 | 123.6 | 115.4 | 84.0 |
| Cc1c(C(=O)Nc2ccccc2)sc(N)c1C#N | 103.1 | 98.3 | 105.8 | 120.2 | 87.5 | 101.9 | 102.4 | 106.3 | 88.8 |
| COc1cc(/C=N/Nc2ccccc2C)cc(OC)c1OC | 91.5 | 99.7 | 95.4 | 123.7 | 35.3 | 78.7 | 96.6 | 90.7 | 71.5 |
| CNC(=O)c1cc(N2CCc3cc(NC(=O)Nc4ccc(F)c(C(F)(F)F)c4)ccc32)ccn1 | 85.0 | 73.3 | 64.2 | 13.1 | 60.3 | 45.0 | 68.7 | 54.5 | 61.4 |
| COc1ccc(NC(=O)C2=C(C)Nc3ncnn3C2c2ccc(OC)cc2)cc1 (stereo not given) | 99.2 | 100.5 | 110.4 | 116.3 | 85.8 | 99.9 | 97.6 | 110.6 | 79.2 |
| Cc1ccccc1C(=O)N(C(C)C)C(C)C | 83.1 | 98.7 | 105.3 | 111.3 | 96.0 | 99.2 | 46.5 | 98.9 | 91.9 |
| CCN(CC)CCCC(C)Nc1ccnc2cc(Oc3ccccc3)ccc12 (stereo not given) | 112.1&99.7 | 78.7&90.1 | 96.9&101.9 | 70.7&17.8 | 68.8 | 80.6&73.6 | 55.4&59.1 | 96.5&69.7 | 55.9 |
| CN(C)c1ccc(-c2nc(SCC(=O)NCCc3ccc(S(N)(=O)=O)cc3)[nH]c(=O)c2C#N)cc1 | 102.7 | x | 106.1 | 112.6 | 104.3 | 102.7 | 97.6 | 111.5 | 102.9 |
| CN1CCN(C(=O)OCc2nc3c(N4CCOCC4)nc(Cl)nc3n2C)CC1 | -60.8* | -1.1* | -1.1* | -94.9* | -75.2* | -94.5* | -15.5* | 6.7* | -38.8* |
| CC1(C)C(=NO)C(C)(C)C1=NO | 103.5 | 110.7 | 106.5 | 112.4 | 108.9 | 111.9 | 109.3 | 104.6 | 94.1 |
| O=c1[nH]c2nc3ccccc3c(=O)[nH]n-2c1=O | 97.7 | 99.9 | 109.2 | 124.2 | 103.4 | 98.5 | 90.9 | 109.4 | 95.9 |
| Cc1nc(N)cc(C[n+]2csc(CCO)c2C)n1 | 113.4 | 108.3 | 109.0 | x | 99.3 | 109.0 | 119.6 | 111.6 | 118.2 |
| COC(=O)c1c(C)nc(Nc2nc3ccccc3o2)nc1-c1ccc(OC)cc1 | 101.7 | 102.0 | 104.5 | 108.4 | 101.6 | 108.5 | 101.0 | 102.4 | 90.8 |
| O=C(NC1CC1)c1ccccc1 | 95.0 | 95.9 | 114.8 | 102.1 | 98.7 | 105.7 | 105.1 | 112.0 | 101.1 |
| Cc1ccc(-n2c(-c3ccccc3)c(-c3ccccc3)[nH]c2=O)cc1 | x | 88.8 | 94.1 | 102.4 | 67.2 | 92.0 | 72.5 | 95.0 | 84.8 |
| CC1(C)OC2OC(COC(=O)c3ccccc3)C(=O)C2O1 (stereo not given) | 95.9 | 99.5 | 99.5 | 96.5 | 83.3 | 100.0 | 92.0 | 104.8 | 94.8 |
| O=C(Oc1ccccc1Cl)c1ccc(Cl)c(Cl)c1 | 106.1 | 100.5 | 102.1 | 105.6 | 98.8 | 104.5 | 90.9 | 109.1 | 101.5 |
| CC(C)(C)c1cc(C(=O)Nc2ccc(C(=O)NCCN)cc2)cc(C(C)(C)C)c1 | 84.2 | 85.0 | 92.4 | 19.5 | 71.7 | 44.4 | 13.1 | 3.5* | 40.3 |
| O=C(/C=C/c1ccc(F)cc1)c1ccc(Nc2nc(NCCO)nc(NCCO)n2)cc1 | 94.5 | 90.7 | 100.6 | 96.2 | x | 96.2 | 101.3 | 100.1 | x |
| N#Cc1c(N=Cc2ccc(N3CCCCC3)cc2)oc(-c2ccccc2)c1-c1ccccc1 | 96.4 | 90.3 | 106.0 | 114.5 | 84.7 | 101.5 | 72.0 | 102.4 | 81.8 |
| Brc1ccc(-c2cc(-c3ccc(Br)cc3)cc(-c3ccc(Br)cc3)c2)cc1 | 106.7 | 103.3 | 107.5 | 131.4 | 102.7 | 102.4 | 117.8 | 106.0 | 77.6 |
| Cc1nn(-c2ccc(C#N)cc2)c2nc3c(nc12)c(=O)oc1ccccc13 | 112.9 | 93.2 | 88.3 | 116.1 | 109.9 | 108.6 | 104.0 | 111.7 | 91.0 |
| Clc1ccc2c(c1)C=C1CCCCC3=Cc4cc(Cl)ccc4OC13O2 | 93.1 | 101.5 | 105.6 | 99.9 | x | 108.2 | 107.8 | 105.6 | 76.6 |
| NC(=S)N=Nc1ccc(O)cc1 | 86.7 | 108.3 | 95.8 | 88.4 | 91.9 | 87.5 | 93.2 | 104.6 | 83.0 |
| O=C(N/N=C1\SCC(=O)N1c1ccccc1)c1cc(-c2cc3ccccc3o2)nn1-c1ccccc1 | 117.6 | 44.8 | 107.7 | 101.1 | x | 91.0 | 103.2 | 120.7 | 105.9 |
| COc1cc(Cl)cc(-c2nn(-c3cccc(NC(=O)Nc4cccc(C(F)(F)F)c4)c3)cc2-c2ccncc2)c1 | 3.9* | -5.1* | 3.6* | 11.8 | 16.1 | 5.4* | -6.7* | -6.1* | -18.6* |
| O=C(CSc1nnc(-c2ccccc2)o1)Nc1ccc(C(=O)/C=C/c2ccccc2)cc1 | 85.4 | 77.6 | 53.6 | 93.1 | x | x | 83.8 | 48.4 | 65.2 |
| CC(=O)NC1CCC(=O)C=C1c1ccccc1 (stereo not given) | 99.8 | 101.2 | 100.6 | 115.9 | 85.8 | 111.7 | x | 101.7 | 114.5 |
| COc1c(CNC(=O)CCl)cc2[nH]c(C)cc2c1CNC(=O)CCl | 69.4 | 57.2 | 118.5 | 60.8 | x | 37.3 | 84.4 | 31.5 | -2.0* |
| O=C1NC(c2ccccc2)(c2ccccc2)C(=O)N1CCCN1C(=O)c2ccccc2C1=O | 92.0 | 101.6 | 87.6 | 106.7 | 57.5 | 97.1 | 57.5 | 102.4 | 107.7 |
| COc1ccc(-c2cc(-c3ccc(Cl)cc3)nc(SCCCC(=O)O)n2)cc1OC | 69.0 | 88.4 | 92.8 | 75.7 | 76.6 | 92.0 | 99.1 | 95.9 | 78.9 |
| CCN(CC)c1ccc(/C=N/NC(=O)c2ccc(Nc3ccnc(C(F)(F)F)c3)cc2)c(O)c1 | -3.5* | 31.0 | 26.3 | -0.9* | 7.9* | 7.2* | 44.3 | -4.7* | 49.7 |
| NC(=O)CSc1oc(-c2ccccc2)nc1S(=O)(=O)c1ccccc1 | 94.4 | 89.2 | 97.7 | 101.7 | 92.1 | 97.0 | 84.7 | 102.6 | 92.3 |
| Cc1cc(Nc2cccc(Cl)c2)nc(N)n1 | 97.9 | 96.4 | 101.3 | 111.5 | x | 110.2 | 78.5 | 111.3 | 96.3 |
| COc1ccc(-c2cc(-c3cccn3C)c(C#N)c(=O)n2N=O)cc1OC | 108.0 | 98.8 | 94.1 | 101.1 | 111.3 | 99.8 | 83.0 | 103.4 | 105.3 |
| O=C1CC2(CCCC2)Oc2cccnc21 | 96.6 | 105.3 | 101.5 | 102.4 | 94.9 | 105.3 | 101.0 | 106.0 | 97.7 |
| Nc1nc2[nH]cc(CCc3ccc(C(=O)N[C@@H](CCc4nn[nH]n4)c4nn[nH]n4)cc3)c2c(=O)[nH]1 | 102.7 | 101.9 | 100.4 | 112.5 | 95.6 | 105.9 | 127.7 | 102.2 | 95.0 |
| O=C(O)c1cc(O)ccc1N=Nc1ccccc1 | 123.2 | 91.5 | 91.8 | 113.3 | 98.0 | 93.8 | 143.7 | 101.6 | 63.7 |
| COc1ccc2nc3cc(Cl)ccc3c(N3CCN(c4ccnc(N5CCCC5)n4)CC3)c2c1 | 97.8 | 94.7 | 101.6 | 97.9 | 84.6 | 102.3 | 65.2 | 105.2 | 87.0 |
| COc1ccc(C(SCCNCc2cc(N(C)C)ccn2)(c2ccccc2)c2ccccc2)cc1 | 15.1 | -10.7* | -46.1* | -21.4* | 11.3 | 20.3 | 4.5* | -58.6* | -20.6* |
| CSc1ccccc1NC(=O)c1ccc2nnn(/C(C#N)=C/c3ccccn3)c2c1 | -94.6* | -96.6* | -44.2* | -98.8* | -88.2* | -100.0* | 82.9 | -44.0* | -96.4* |
| Cc1ccc(S(=O)(=O)O)c(C)c1Br | 96.6 | 97.0 | 98.6 | 101.8 | 89.1 | 102.1 | 86.0 | 107.5 | 95.2 |

Complete entries, looked up by structure:
Profile of O=C(NC1CC1)c1ccccc1 = NCI-H226: 95.0; NCI-H23: 95.9; NCI/ADR-RES: 114.8; RXF 393: 102.1; CAKI-1: 98.7; ACHN: 105.7; A498: 105.1; NCI-H460: 112.0; NCI-H522: 101.1
Profile of CC(=O)NC1CCC(=O)C=C1c1ccccc1 (stereo not given) = NCI-H226: 99.8; NCI-H23: 101.2; NCI/ADR-RES: 100.6; RXF 393: 115.9; CAKI-1: 85.8; ACHN: 111.7; A498: x; NCI-H460: 101.7; NCI-H522: 114.5

Random excerpt: four entries already listed, in no set order.
| structure | NCI-H226 | NCI-H23 | NCI/ADR-RES | RXF 393 | CAKI-1 | ACHN | A498 | NCI-H460 | NCI-H522 |
| --- | --- | --- | --- | --- | --- | --- | --- | --- | --- |
| O=C1NC(c2ccccc2)(c2ccccc2)C(=O)N1CCCN1C(=O)c2ccccc2C1=O | 92.0 | 101.6 | 87.6 | 106.7 | 57.5 | 97.1 | 57.5 | 102.4 | 107.7 |
| COC(=O)c1c(C)nc(Nc2nc3ccccc3o2)nc1-c1ccc(OC)cc1 | 101.7 | 102.0 | 104.5 | 108.4 | 101.6 | 108.5 | 101.0 | 102.4 | 90.8 |
| Cc1ccc(-n2c(-c3ccccc3)c(-c3ccccc3)[nH]c2=O)cc1 | x | 88.8 | 94.1 | 102.4 | 67.2 | 92.0 | 72.5 | 95.0 | 84.8 |
| CC(=O)NC1CCC(=O)C=C1c1ccccc1 (stereo not given) | 99.8 | 101.2 | 100.6 | 115.9 | 85.8 | 111.7 | x | 101.7 | 114.5 |
